# Screening results as filed in PubChem.
# SRC1 inh = inhibitors of human steroid receptor coactivator 1 (SRC1); 0.12% of 360,000 active; AID 588354; inhibition, % at 3.6 µM; HEK293 GAL4-SRC1 luciferase reporter, luminescence; Q15788;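 active means inhibition above the campaign mean plus 3 SD, with each screening campaign given its own cutoff, cut at about 60% in these data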;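 further: 0% = DMSO treated cells and 100% = gossypol at 36 µM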
# NCOA3 inh = human NCOA3 inhibition; Q9Y6Q9; HEK293 GAL4-SRC3 luciferase reporter, luminescence; inhibition, % at 3.6 µM; 0.17% of 360,000 active; AID 588352;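 active means inhibition above a per-campaign cutoff, the mean of all compounds plus 3 SD, cut at about 60% in these data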;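 further: 0% = DMSO-treated cells and 100% = gossypol-treated cells at 36 µM; higher means less SRC3-driven luciferase light from the GAL4 reporter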
# TWEAK Fn14 block = inhibitors of TWEAK-Fn14 interaction signaling; TWEAK-stimulated Fn14 reporter cells, luciferase luminescence, 8 h; inhibition, % at 10 µM; 2% of 360,000 active; in the data active means inhibition above about 50%
# SRC2 inh = inhibits human steroid receptor coactivator 2; Q15596; HEK293 GAL4-SRC2 luciferase reporter, luminescence; inhibition, % at 9 µM; 0.17% of 370,000 active; AID 651957;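 active means inhibition above the mean inhibition of all tested compounds plus 3 SD, set per campaign, cut at about 52% in these data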;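 further: 0% = DMSO treated cells and 100% = cells given Gossypol at 36 µM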
# TLR9-MyD88 block = inhibitors of human TLR9-MyD88 binding; 0.21% of 340,000 active; CHO BLA complementation TLR9-MyD88, CCF4 FRET ratio; inhibition, % at 4.98 µM;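 active means inhibition above the mean over all tested compounds plus 3 SD, cut at about 21% in these data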;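 further: 0% = DMSO only wells and 100% = clavulanate BLA inhibitor control wells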
# NR2F2 inh = NR2F2 (human) inhibition, primary screen; HEK293T NGFI-A luciferase reporter, luminescence; 0.7% of 370,000 active; AID 686940; inhibition, % at 8.6 µM; P24468;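 active means inhibition above a per-plate cutoff, mean inhibition of test wells between control levels plus 3 SD, cut at about 38% in these data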;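 further: cells cotransfected with COUP-TFII expression vector driving the NGFI-A reporter; 0% = median of COUP-TF2 test wells and 100% = reporter-only cells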
# ABHD5 PLIN5 PPI = blocks binding of human ABHD5 to perilipin-5; 0.78% of 360,000 active; inhibition, % at 4 µM; Split G. princeps luciferase complementation, luminescence, 4 h; AID 602281; Q00G26+Q8WTS1;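 active means inhibition above the mean inhibition across every tested compound plus 3 SD, cut at about 22% in these data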;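 further: 0% = DMSO only wells and the 100% control is not disclosed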
# Granule exo inh = lytic granule exocytosis inhibition; TALL-104 LAMP-1 surface exposure, flow cytometry; cells stimulated with thapsigargin and PMA; inhibition, % at 10 µM; 0.66% of 360,000 active; AID 651702;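 active means inhibition above about 55%, limit read from the data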
# LRH-1 inv ag = inverse agonists of human LRH-1 (NR5A2) | O00482 | HEK293T StAR-luciferase reporter, LRH-1 transfected, 24 h | inhibition, % at 3.6 µM | 0.13% of 360,000 active | AID 602396;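 active means inhibition above the mean inhibition of all tested compounds plus 3 SD, cut at about 73% in these data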;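 further: 0% = DMSO wells and 100% = reporter-only cells lacking LRH-1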
# NOD2-RIPK2 inh = inhibitors of human NOD2-RIPK2 interaction; O43353; CHO BLA complementation NOD2-RIPK2, CCF4 ratio; inhibition, % at 4.98 µM; 0.38% of 360,000 active; AID 624267; in the data active means inhibition above about 21%;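 further: 0% = vehicle only and 100% = reference blocker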
# TROY NFkB inh = TROY signaling inhibition; 0.98% of 360,000 active; Q293 LMP1-TROYcd NF-kB luciferase reporter, 4 h; inhibition, % at 10 µM;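 active means compounds whose plate-normalised and pattern-corrected inhibition of the luciferase reporter signal at the single screening dose is 50% or more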
# * hit, by the source's call; . = no result given.
SMILES,SRC1 inh,NCOA3 inh,TWEAK Fn14 block,SRC2 inh,TLR9-MyD88 block,NR2F2 inh,ABHD5 PLIN5 PPI,Granule exo inh,LRH-1 inv ag,NOD2-RIPK2 inh,TROY NFkB inh
COCCn1nnnc1C(c1ccccc1)N1CCN(c2ccccc2)CC1 (stereo not given),9,-6,-4,-14,-8,7,2,2,-5,2,16
CCOC(=O)C1(CCOC)CCN(C(=O)c2ccccc2-c2cccc(C)c2)CC1,-17,9,1,-1,-3,7,0,-1,-8,3,-10
O=C(c1csc2c1CCCC2)N1CCCCC1,-16,20,5,-20,-2,11,1,-2,-2,-3,20
Cc1nc(-c2ccc(S(=O)(=O)Nc3ccc(S(N)(=O)=O)cc3)cc2)co1,-23,-4,0,-12,9,2,5,-3,11,-12,-13
Cc1cc(NC(=O)/C=C/c2cccc(Cl)c2)n(-c2nc3ccccc3[nH]2)n1,-18,-16,34,-45,-19,-10,12,8,-45,-7,-25
Cc1ccc(C(=O)NCC(=O)OCC(=O)c2ccc3c(c2)OCCO3)cc1C,-17,19,10,4,2,-1,-2,-5,8,2,-2
CC(=O)c1ccc(N2CCN(C(=O)CCS(=O)(=O)c3ccc4c(c3)CCN4C(C)=O)CC2)cc1,0,-6,1,1,-10,-9,6,2,6,7,-5
CCCn1nnc(NC(=O)COc2ccc(C3CCCCC3)cc2)n1,-1,16,14,1,7,0,0,-2,-5,0,-15
Clc1ccc(-c2nnc(CNC3CC3)o2)cc1,-16,-4,1,-6,-10,-9,3,-12,-1,-8,-27
O=C(NCc1cccs1)C12CC3CC(CC(C3)C1)C2,4,5,-22,-11,3,11,1,-3,9,-8,20
O=C(NCC1COc2ccccc2O1)C1CCCN(S(=O)(=O)c2cccc3cccnc23)C1 (stereo not given),-18,18,11,15,-8,17,7,6,-1,-10,-1
O=C1C(=O)N(CNc2ccccn2)c2ccccc21,-21,0,1,7,11,5,1,4,18,-6,15
O=C1OC(Cc2ccccc2)(c2ccccc2)c2ccccc21 (stereo not given),-26,-6,10,-34,6,-2,-3,-27,0,4,-10
O=C(CSCc1ccccc1)N/N=C/c1ccc(OCC(=O)N2CCCCC2)cc1,-5,4,-8,3,-7,5,0,-4,26,-6,-36
Cc1ccc(OCCCC(=O)NNC(=O)c2ccncc2)cc1,12,3,21,-22,-1,-2,-4,-13,2,-17,-2
Cc1nn(CC(=O)c2ccc(Cl)s2)c(C)c1[N+](=O)[O-],3,-4,9,-11,-11,0,-2,-1,3,6,-10
O=C(OCc1nc2ccccc2[nH]1)C12CC3CC(CC(C3)C1)C2,-2,-16,12,4,2,-3,2,0,13,6,-8
CCOc1ccc(C(=O)NC(=S)Nc2ccc(NC(=O)CC)cc2)cc1[N+](=O)[O-],-1,2,-12,-10,-12,2,10,4,8,7,-2
CCCC(=O)c1ccc(OCc2cn(CC(=O)c3ccc(O)cc3)nn2)cc1,3,-35,13,-37,-1,-5,-8,-2,19,3,-1
CCn1c(SCC(=O)NC)nnc1C(C)C,-9,1,-21,6,-3,19,-6,0,-6,-6,1

# Entries of single compounds, quoted from the list. Values in the order: SRC1 inh	NCOA3 inh	TWEAK Fn14 block	SRC2 inh	TLR9-MyD88 block	NR2F2 inh	ABHD5 PLIN5 PPI	Granule exo inh	LRH-1 inv ag	NOD2-RIPK2 inh	TROY NFkB inh
# CCCC(=O)c1ccc(OCc2cn(CC(=O)c3ccc(O)cc3)nn2)cc1 is listed as 3	-35	13	-37	-1	-5	-8	-2	19	3	-1
# O=C1C(=O)N(CNc2ccccn2)c2ccccc21 is listed as -21	0	1	7	11	5	1	4	18	-6	15
# O=C(CSCc1ccccc1)N/N=C/c1ccc(OCC(=O)N2CCCCC2)cc1 is listed as -5	4	-8	3	-7	5	0	-4	26	-6	-36

# (further entries)
SMILES,SRC1 inh,NCOA3 inh,TWEAK Fn14 block,SRC2 inh,TLR9-MyD88 block,NR2F2 inh,ABHD5 PLIN5 PPI,Granule exo inh,LRH-1 inv ag,NOD2-RIPK2 inh,TROY NFkB inh
O=C(COc1ccc(-c2nnco2)cc1)Nc1ccc(C(F)(F)F)cc1,1,-6,-16,-13,-4,3,-1,6,-12,-4,7
COc1ccc(OC)c(NC(=O)Cn2cc(C=O)c3ccccc32)c1,6,14,18,17,1,-12,3,-1,15,6,5
CC(=O)c1ccc(N2CCN(c3ccc(S(=O)(=O)NCCCN(C)C)cc3[N+](=O)[O-])CC2)cc1,13,23,10,18,-6,22,3,4,-1,4,5
CC(C)OP(=O)(OC(C)C)C(Nc1ccc(C(=O)O)cc1)c1ccccc1 (stereo not given),-133,15,-3,5,7,-8,5,0,-8,-4,15
CCN(CC)c1cc(NCCO)c([N+](=O)[O-])c2nonc12,4,15,6,10,-13,-4,3,0,-2,1,23
Cc1ccc(S(=O)(=O)N2CCN(C(=O)C3Cc4ccccc4CN3C(=O)c3ccco3)CC2)cc1 (stereo not given),7,0,25,4,3,-2,-2,1,7,-9,0
O=C(COc1ccc([N+](=O)[O-])cc1)Nc1ccc2c(c1)CCC2,4,-22,-25,-17,-3,-4,1,-2,-39,2,-59
CCO[C@@H]1OC(C(=O)NCc2ccccc2)=C[C@H](C)[C@H]1CCCO,2,-10,3,-9,5,14,8,3,12,-7,4
COc1cccc(NC(=O)COC(=O)COc2cccc3c2OC(C)(C)C3)c1,-30,4,-24,8,-1,-4,-2,20,21,5,-7
Cc1c(C(=O)OC(C)C)[nH]c2c1C(=O)CCC2,9,-1,-2,-9,0,0,3,3,-10,1,-2
COc1ccc(C(=O)NCCS(=O)(=O)NC(C)c2ccccc2)cc1 (stereo not given),-1,8,-15,-16,-5,-15,7,0,-11,-5,15
COc1ccccc1NC(=O)NC1(C(=O)N2CCCCC2)CCCCC1,25,1,-9,-38,-9,4,-3,-5,-2,6,0
Nc1nonc1C(=Nc1ccccc1)NO,2,1,4,2,-8,2,-10,5,-7,-3,11
O=C(COC(=O)c1ccccc1Br)NCCN1C(=O)CSC1=O,-10,-14,-2,-4,10,0,1,1,-9,-5,11
CCOc1cccc(C(=O)N(Cc2cccc(F)c2)C2CCS(=O)(=O)C2)c1 (stereo not given),8,-6,-1,-35,10,8,2,-1,13,1,2
COc1ccc(NC(=O)c2ccc(COc3ccccc3)o2)cc1,-15,-20,12,-22,-11,-10,4,-3,0,-2,-42
O=S(=O)(Nc1ccc(N2CCOCC2)cc1)c1cc(Cl)ccc1Cl,6,13,-17,-12,-1,4,10,4,5,-13,-27
CCOC(=O)C1CCN(S(=O)(=O)CCNC(=O)c2cccc(OC)c2)CC1,-1,-6,-15,-11,3,-8,-4,7,1,0,-4
O=c1[nH]c(=O)c2nnc(N/N=C/c3ccccc3F)nc2[nH]1,1,-7,6,-18,11,2,5,-4,-1,-11,4
CCOc1ccc(N(C(=O)c2cnccn2)C(C(=O)NC2CCCCC2)c2ccc(O)cc2)cc1 (stereo not given),1,6,-6,-25,-9,0,-5,-6,-17,-7,-1
CCc1ccc(C(C)NC(=O)c2ccncc2)cc1 (stereo not given),-12,11,-9,13,2,15,0,23,6,0,-7
O=C(COc1ccc2c3c(c(=O)oc2c1)CCCC3)N1CCN(c2ccc(F)cc2)CC1,-1,11,1,8,8,25,0,28,6,-6,27
Cc1cccc(C)c1NC(=O)C(c1cccc2ccccc12)n1c(=O)c(-c2cc3ccccc3[nH]2)nc2ccccc21 (stereo not given),.,.,.,3,.,4,2,13,-32,42*,.
O=C(Cc1c(F)cccc1Cl)Nc1ccc(S(=O)(=O)NCC2CCCO2)cc1 (stereo not given),2,-2,-8,-3,0,-3,-6,11,-3,-12,-10
COCCSc1nnc(NC(=O)CS(=O)(=O)c2ccc(C)cc2)s1,-108,6,-12,4,8,-10,2,-8,-9,-12,-7
COc1ccc(C(=O)CSc2nnc(-c3ccco3)c(-c3ccco3)n2)cc1,-19,6,-20,3,-9,21,-1,-5,-21,1,-9
O=c1c2nnn(Cc3ccccc3)c2ncn1C/C=C/c1ccccc1,-2,12,-5,-14,5,0,8,2,-9,3,-1
NC(=O)C1CCN(C(=O)C2CCC(=O)N(CC3CCCCC3)C2)CC1 (stereo not given),15,-2,8,8,4,-23,-15,-7,-13,3,11
COc1c2c(c(OC)c3ccccc13)[C@@]1(OC2)O[C@H](CCO)C[C@H](O)[C@H]1O,-9,-14,-4,-18,-8,12,0,10,-6,5,-1
Cc1cc2cc(CCNS(C)(=O)=O)c(=O)[nH]c2cc1C,-12,-8,10,-3,5,-10,-9,-3,-5,-2,-4
CCC(=O)N(CCC1(c2ccccc2OC)CCOC(C(C)C)C1)Cc1ccco1 (stereo not given),4,-3,4,8,-6,6,-2,2,-9,-2,2
CCOCCCNC(=O)Cn1cnc2c(cnn2-c2ccc(OC)cc2)c1=O,19,1,13,-22,6,3,-7,5,6,-2,-6
Cc1cccc(/C=N/NC(=O)Cc2cccs2)c1,-47,-24,-23,-22,2,-30,-5,-3,-55,-16,-76
CC1=CC2=NC(=O)CC(C)(C(=O)N(CC(=O)NC3CCCC3)c3ccccc3F)N2C=C1 (stereo not given),10,4,0,-9,-12,0,1,-21,2,-7,-2
C[C@]12c3[nH]c4ccccc4c3CCN1C(=O)C(CC(=O)NCCCn1ccnc1)C[C@@H]2C(=O)N1CCOCC1 (stereo not given in full),-12,-8,-4,18,-1,11,3,-3,-14,-1,4
CCc1nnc(NC(=O)CS(=O)(=O)c2ccccc2)s1,-2,2,7,-9,1,0,1,-2,1,3,5
COc1ccccc1C1NC=C([N+](=O)[O-])C=C1[N+](=O)[O-] (stereo not given),-7,6,-4,3,-3,11,-5,-1,4,-5,-2
Cc1ccc(NC(=O)N2CCCC2C(=O)NCC2CCCCC2)cc1 (stereo not given),11,2,28,-2,-10,-7,-2,-4,11,-2,-15
COc1ccc(N=Nc2cnc(C)nc2-c2ccccc2)cc1,11,15,-7,-44,8,-1,-6,-4,12,1,-1
CC1CCN(S(=O)(=O)c2ccc(C(=O)N3CCCC(C(F)(F)F)C3)cc2)CC1 (stereo not given),3,-5,10,-7,4,8,-8,1,14,6,1
O=C(COc1ccccc1-c1ccccc1)N/N=C/c1cccnc1,11,11,27,-12,-22,-22,-4,2,30,12,-5
CN(C)CCCNc1ncnc2oc(-c3ccccc3)c(-c3ccccc3)c12,-8,7,-11,7,-2,12,2,59*,13,3,-39
O=C(C1CCCCC1)N1CCc2ccccc21,-32,7,2,3,4,-7,0,4,-11,2,10
O=C(C[n+]1ccccn1)c1ccccc1,-14,-15,-18,-2,-11,-13,5,41,-5,-16,-26
COC(=O)CN(C(=S)Nc1ccc(F)cc1)C1CC(=O)N(c2ccccc2)C1=O (stereo not given),-4,-7,30,-5,8,-1,3,2,2,5,15
CC(C)Sc1ccccc1C(=O)Nc1ccc2c(c1)n(C)c(=O)n2C,-40,-40,9,-62,1,-38,-1,-15,22,-7,-3
Cc1ccc(C(=O)C2OC(=O)C(C)(C)C(=O)C2(C)C)cc1 (stereo not given),5,26,3,-1,-1,-4,3,-1,13,-1,-25

# These rows are one share of the data; rates above refer to the full screens.
